High-throughput results (PubChem)
TbPYK inhibitor – T. brucei pyruvate kinase inhibition; Q57TT1; TbPYK enzyme, Kinase-Glo Plus ATP luminescence, 45 min; Potency, µM (titrated, usually from 76.8 µM), for the others: top-dose activity, negative = inhibition, hits mostly inhibitors; 0.12% of 410,000 active; active = well fitted inhibition curve with a large enough effect; inconclusive = small, poorly fitted or top-dose-only effect; also: nearly all actives have a fitted effect of over 50% in size
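Glycolytic pyruvate kinase of T. brucei was incubated with substrate, test compound and 130 uM ADP for 45 minutes at room temperature. Luminescent Kinase-Glo Plus signal was measured after 10 minutes.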
An asterisk follows results filed as active; ? = inconclusive; [ ] = another dose, or the depositor's remark. % is scaled to controls: 0 for no effect and ±100 for the full control effect; potency is read from the fitted curve at half-maximal effect. This is a subset, so the mix of outcomes need not match the whole.

structure | TbPYK inhibitor
COc1ccc(OC)c(NC(=O)c2cn(CC(C)C)c(=O)c3cc(OC)c(OC)cc23)c1 | 0%
COCOCCn1cc(CN2CCS(=O)(=O)N(Cc3ccc(-c4ccc(OC)c(OC)c4)cc3)C(C)C2=O)nn1 (stereo not drawn) | -5%
O=C(C1CCN(S(=O)(=O)Cc2ccccc2)CC1)N1CCN(c2cccc(C(F)(F)F)c2)CC1 | 0%
CN1OC[C@@H]2CN(C(=O)C(C)(C)C)[C@H](c3ccc(-n4ccnc4)cc3)C[C@@H]21 | -1%
Cn1c(=O)c2[nH]c(Cc3ccsc3)nc2n(C)c1=O | 0%
CCNC(=O)C1(C)CCN(C(=O)c2cc(F)ccc2C)C1 (stereo not drawn) | -6%
CCNC(=O)C1(C)CCCN(C(=O)Cc2ccc(OC)c(OC)c2)C1 (stereo not drawn) | 1%
Cc1cccc(-c2ccc3[nH]c4c(c3c2)CCN2C[C@@H]([C@H](C)OC(=O)Nc3ccccc3C)[C@@H](N(C)C(=O)Nc3ccccc3C)C[C@@H]42)c1 | -7%
CCc1ccccc1Nc1nn2c(=O)c3ccc(C(=O)NC(C)c4ccccc4)cc3nc2s1 (stereo not drawn) | 3%
O=C(NCC1CC1)c1cccc2c(-c3ccc(F)c(F)c3)coc12 | 2%
CCCCCNC(=O)c1ccc2c(=O)n(CCc3ccccc3)c(=O)[nH]c2c1 | 2%
C=CCn1c(SCC(=O)N(CC)C2CCS(=O)(=O)C2)nc2scc(-c3ccccc3)c2c1=O (stereo not drawn) | -7%
Cc1cncn1CCc1nc2c3ccccc3nc(SCC(=O)Nc3ccc(F)cc3)n2n1 | 25%
N#Cc1ccc(S(=O)(=O)NC[C@H]2O[C@@H](n3ccc(N)nc3=O)[C@H](O)[C@@H]2O)cc1 | -3%
N#Cc1c(N)[nH]c2ccc(Sc3ccccc3)cc12 | -4%
C[C@H]1CN([C@@H](C)CO)C(=O)CCCn2cc(nn2)CO[C@@H]1CN(C)S(=O)(=O)c1ccc(Cl)cc1 | 13%
CN(C(=O)c1cccc(NC(=O)Cc2ccc(NC(=O)C3CCN(S(=O)(=O)c4cccc([N+](=O)[O-])c4)CC3)cc2)c1)C1CC1 | 1%
CN(C)S(=O)(=O)c1cccc(C(=O)N2CCN(S(=O)(=O)c3ccc4c(c3)OCCO4)CC2)c1 | 5%
COc1ccc(-c2noc(Cn3c(=O)c4ccccc4n(CC(=O)Nc4cccc(OC)c4)c3=O)n2)cc1 | -4%
COc1ccc(Cc2c(-c3cccc(Cl)c3)nc3ccc(Cl)cn23)c(C)c1 | 2%

Given as labelled records: four of the compounds above
> O=C(NCC1CC1)c1cccc2c(-c3ccc(F)c(F)c3)coc12
- TbPYK inhibitor: 2%
> CCCCCNC(=O)c1ccc2c(=O)n(CCc3ccccc3)c(=O)[nH]c2c1
- TbPYK inhibitor: 2%
> C=CCn1c(SCC(=O)N(CC)C2CCS(=O)(=O)C2)nc2scc(-c3ccccc3)c2c1=O (stereo not drawn)
- TbPYK inhibitor: -7%
> Cc1cncn1CCc1nc2c3ccccc3nc(SCC(=O)Nc3ccc(F)cc3)n2n1
- TbPYK inhibitor: 25%

(continued)
structure | TbPYK inhibitor
CCC[C@H]1CN(Cc2cccnc2)C(=O)[C@@H]1CC(=O)Nc1ccc(Br)cc1 | 0%
COc1ccc(CCN2CC(C(=O)NCc3cn(C)nc3C)CCC2=O)cc1 (stereo not drawn) | -12%
O=C1NCCN1CCNc1nc(NCc2ccccc2)nc2ccsc12 | -1%
Cc1nc2ccc(S(=O)(=O)N(C)CC(=O)Nc3ccc(C(C)C)cc3)cc2s1 | 1%
CN(C(=O)CN1CCN(c2cc(-c3ccc(OCc4ccccc4)cc3)ncn2)CC1)c1ccccc1 | -7%
CCCNC(=O)Cn1c(=O)n(CC2CCC(C(=O)NC)CC2)c(=O)c2sccc21 (stereo not drawn) | -2%
Cc1cccc(NC(=O)C2CCCN2S(=O)(=O)c2ccc3nc(-c4ccccc4)[nH]c3c2)c1 (stereo not drawn) | 7%
CC(C)c1ccc(Nc2cc(C(=O)NCCCN(C)Cc3ccccc3)c3ccccc3n2)cc1 | 0%
COc1ccc(NC(=O)N2CC3(CCN(C(=O)c4ccco4)CC3)C2)cc1 | 6%
O=C(O)C1C=CCC(C(=O)O)C1 (stereo not drawn) | 4%
Cc1cccc(NC(=O)c2nc[nH]c2C(=O)N[C@H](C)CO)c1 | -6%
CCc1ccc(NC(=O)c2sc(-n3nc(C)c(Cc4ccc5c(c4)OCO5)c3C)nc2C)cc1 | 2%
Cc1onc(-c2c(F)cccc2Cl)c1C(=O)OCC(=O)Nc1cccc(S(=O)(=O)N(C)C)c1 | -6%
COc1nnc(-c2ccc(N3CCCCC3)c(NC(=O)c3ccc(Cl)cc3)c2)c2ccccc12 | -1%
CCCOc1ccc(F)cc1-c1cc(C(=O)NCc2ccc(C(F)(F)F)cc2)[nH]n1 | 0%
Cc1cccc(NS(=O)(=O)c2ccc(C)c(C(=O)NNC(=O)c3csc(N4CCOCC4)n3)c2)c1 | 1%
CC(=O)C1(O)CCC2C3CCC4CC(O)CCC4(C)C3C(=O)CC21C (stereo not drawn) | 5%
COc1cc(OC)c(OC)cc1/C=C/c1nc2cc3ccccc3cc2c(=O)n1-c1ccccc1Br | 0%
Cc1cccc(-n2c(C)nc3cc(C(=O)NCCN4CCOCC4)ccc32)c1 | 0%
CCOC(=O)c1cnc2c(C)c(Cl)ccc2c1Nc1ccc(N2CCOCC2)cc1 | -10%

Additional results.
structure | TbPYK inhibitor
Cc1ccc(-n2c(SCC(=O)Nc3ccc4c(c3)OCCO4)nc3c([nH]c4ccccc43)c2=O)cc1 | 4%
CC(C)COc1ccc(C(=O)Nc2cccc(-c3nc4ccccc4[nH]3)c2)cc1 | -4%
COc1ccccc1CC(=O)Nc1ccc2nc(Nc3cccc(Cl)c3)cc(C)c2c1 | -10%
COc1cccc(C(O)c2ncc(-c3cccc(C(F)(F)F)c3)[nH]2)c1 (stereo not drawn) | -1%
CC1(C(=O)Nc2cccc(NS(C)(=O)=O)c2)Cc2c(-c3ccc(C(N)=O)cc3)ccnc2O1 (stereo not drawn) | 2%
CN1CCN(c2oc(-c3ccc(COc4ccc(Cl)cc4)o3)nc2C#N)CC1 | 3%
CCc1ccccc1-n1c(N)c(C(=O)OC)c2nc3ccccc3nc21 | -3%
Clc1ccc(-c2noc3ncnc(NCCc4ccccc4)c23)cc1 | -8%
O=C(CSCc1cnn(-c2ccccc2)c1-n1cccc1)NCc1ccccc1F | -4%
CCCc1nc2c3ccccc3ccn2c1Cc1cccc(F)c1 | 5%
COc1ccccc1N1CCN(C(=O)Cn2c(=O)nc(-c3ccccc3)c3ccccc32)CC1 | -3%
Nc1ccn([C@@H]2O[C@H](CO)[C@@H](O)[C@H]2O)c(=O)n1 | 4%
COC1(OC)C(/C=C/c2ccc(C)cc2)C(C#N)(C#N)C1(OC)OC (stereo not drawn) | 0%
O=C(Cn1c(=O)c2ccccc2n(CC(=O)Nc2ccc(F)cc2F)c1=O)NCCc1ccccc1 | 0%
COc1cccc(-c2cc(C(=O)NCc3ccccc3)[nH]n2)c1 | -3%
Cc1ccc(S(=O)(=O)c2c(Nc3ccc(C)c(C)c3)sc(C(=O)c3ccc4c(c3)OCO4)c2N)cc1 | -6%
C(=C\c1ccccc1)/CN1CCN(C(CCc2ccccc2)c2nnnn2C2CCCC2)CC1 (stereo not drawn) | -4%
CCOC(=O)C1(C)CCCN(C(=O)c2c(F)ccc(C)c2F)C1 (stereo not drawn) | -2%
Cc1ccc(C(=O)Nc2ccccc2F)cc1S(=O)(=O)N1CCOCC1 | -8%
COc1ccc(NC(=O)C2CCCN(S(=O)(=O)c3ccc4c(c3)CCCC(=O)N4)C2)cc1OC (stereo not drawn) | 0%

Carrying on:
structure | TbPYK inhibitor
CCC(=O)NCCc1nc2cc(NC(=O)c3cccc(Br)c3)ccc2n1C | 0%
CC(C)(C)n1nnnc1C(c1ccccc1OC(F)(F)F)N1CCN(C/C=C/c2ccccc2)CC1 (stereo not drawn) | 1%
Cc1ccccc1Cn1c(=O)n(Cc2ccco2)c(=O)c2sc3ccccc3c21 | -16%
COc1ccc(NS(=O)(=O)c2ccc(C)c(C(=O)NCCCn3ccnc3)c2)cc1 | 2%
Cc1cc(C)c(S(=O)(=O)NCC(c2ccco2)S(=O)(=O)c2cccs2)c(C)c1 (stereo not drawn) | -4%
CCc1ccc(NC(=O)CCn2c(-c3ccc(OC)cc3)cc(C(C)=O)c2C)cc1 | 5%[15.4 µM]
COc1ccc2c(c1)cc1c(=O)n(CC(=O)NC(C)C)nc(C)n12 | -8%
CC1=C(C#N)C(=O)NC1(C)O (stereo not drawn) | 4%
CCOc1ccccc1-c1noc(CSc2nnc(-c3ccccc3)n2-c2cccc(C)c2)n1 | -6%
CCc1cccc(NC(=O)c2ccc3c(c2)N(Cc2cccc(Cl)c2)C(=O)c2ccccc2S3=O)c1 (stereo not drawn) | -11%
O=[N+]([O-])c1ccccc1C=NN1CCCCCC1 | -2%
COC(=O)c1ccc(CSc2nc(C(F)F)cc(C)c2C#N)o1 | 2%
CC(=O)c1ccccc1NC(=O)CN1C(=O)NC2(CCCCCCC2)C1=O | 1%
CCCCN(CCCC)CCCNC(=O)C1CC(c2cc(C(F)(F)F)cc(C(F)(F)F)c2)=NO1 (stereo not drawn) | 3%
O=C(NCc1ccc(F)cc1)c1cc(C2CCCN(S(=O)(=O)c3ccccc3)C2)on1 (stereo not drawn) | 7%
Cc1ccc(NC(=O)C2(C)CCCN(C(C)C)C2)cc1C (stereo not drawn) | -1%
CC1(C)CC(=O)CC(C)(C)N1O | -10%
Cc1ccc(CN2CCSc3ccc(C(=O)N4CCN(c5cc(C)ccc5C)CC4)cc32)cc1 | -8%
CC1(C)CC(=O)c2cc(-c3nc(-c4ccc(F)cc4)cs3)c(=O)[nH]c2C1 | -1%
CCOc1cc(CNC(=O)c2sc3ncnc(N(C)C4CCCCC4)c3c2C)ccc1OC | -3%

Compounds from the list above with two or more sulfur atoms (six):
structure | TbPYK inhibitor
C=CCn1c(SCC(=O)N(CC)C2CCS(=O)(=O)C2)nc2scc(-c3ccccc3)c2c1=O (stereo not drawn) | -7%
CN(C)S(=O)(=O)c1cccc(C(=O)N2CCN(S(=O)(=O)c3ccc4c(c3)OCCO4)CC2)c1 | 5%
Cc1nc2ccc(S(=O)(=O)N(C)CC(=O)Nc3ccc(C(C)C)cc3)cc2s1 | 1%
Cc1cccc(NS(=O)(=O)c2ccc(C)c(C(=O)NNC(=O)c3csc(N4CCOCC4)n3)c2)c1 | 1%
Cc1ccc(S(=O)(=O)c2c(Nc3ccc(C)c(C)c3)sc(C(=O)c3ccc4c(c3)OCO4)c2N)cc1 | -6%
Cc1cc(C)c(S(=O)(=O)NCC(c2ccco2)S(=O)(=O)c2cccs2)c(C)c1 (stereo not drawn) | -4%

(continued)
structure | TbPYK inhibitor
CSc1nc2c([nH]c3ccccc32)c(=O)n1-c1ccc(C)cc1 | -1%
COc1ccc(C(=O)c2ccccc2CN2C(=O)c3ccccc3C2=O)cc1 | -5%
O=C(CSc1nc(-c2ccc(F)cc2)[nH]c1-c1ccc(F)cc1)Nc1ccc2c(c1)OCO2 | 5%
CCOc1ccccc1CNC(=O)CCCN1C(=O)CCn2nc(-c3cccn3C)cc21 | -3%
CCc1nc2ccc(C(=O)Nc3cccc(OCC(=O)N(C)C)c3)cn2c1N(C)C(=O)c1ccncc1 | -10%
COc1cccc(CNC(=O)c2cc(S(=O)(=O)N3CCCCC3)ccc2C)c1 | 2%
COc1cc(CCN=Cc2cc(Cl)cc(Cl)c2O)c([N+](=O)[O-])cc1OC | -1%
O=c1[nH]c2cnn(-c3ccccc3)c2c(=O)n1O | 8%
CN1CCN(C(CNC(=O)C(=O)Nc2ccccc2C#N)c2ccc3c(c2)OCO3)CC1 (stereo not drawn) | 1%
CCCCOc1ccc(CNC(=O)c2ccc(NC(=O)N3CCSc4ncccc43)cc2)cc1 | -14%[15.4 µM]
CCCCC(=O)N(C)c1c(CC)nc2c(OCC(=O)C(C)(C)C)cccn12 | -1%
Cc1c(Cl)cccc1Nc1n[nH]c(=S)s1 | ?
C#CCN(C[C@@H]1[C@@H](OC(=O)Nc2cccs2)[C@@H](OC(=O)Nc2cccs2)Cn2c(=O)ccc(=O)n21)S(=O)(=O)c1ccc(C)cc1 | -3%
O=C(NCc1cccc(C(F)(F)F)c1)c1csc([C@@H]2O[C@H](CO)[C@H](O)[C@H](O)[C@H]2O)n1 | 3%
Cc1ccc(C)c(Cn2c(C3CC(=O)N(c4ccccc4C)C3)nc3ccccc32)c1 (stereo not drawn) | 4%
O=C(CN1C(=O)COc2ccc(S(=O)(=O)N3CCCC3)cc21)N1CCN(c2ccccc2F)CC1 | -13%
CCOC(=O)N(C)C[C@H]1OCc2cnnn2CCCC(=O)N([C@H](C)CO)C[C@H]1C | 3%
CC(O)(c1ccc(F)c(F)c1)c1nc(-c2csc3ccccc23)cs1 (stereo not drawn) | -3%
CC1=C(C(=O)Nc2ccc(Cl)cc2)C(c2ccccc2)n2ncc(C(=O)Nc3ccccc3)c2N1 (stereo not drawn) | 1%
O=C(c1cnc(N2CCCCC2)c2ccccc12)N1CCN(c2ccc(Cl)cc2)CC1 | -5%
CCOc1ccc(C(=O)NCCc2csc(-c3cccnc3)n2)cc1 | 1%
COc1cc(-c2nnc(SCC(=O)N(C)C3CCCCC3)o2)cc(OC)c1OC | -1%
CCN(CC)CCCC(C)Nc1nc(C)cc(Nc2ccc3nc(C)cc(N)c3c2)n1 (stereo not drawn) | 0%
